# hERG rescue: compounds protecting human hERG from proarrhythmic drug block. Q12809. CHO-hERG, FluxOR thallium flux, dofetilide IC70 present. activation (rescue from dofetilide block), less the hit threshold, % at 10 µM. 310,000 compounds, 0.51% hits. AID 1511;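 active = activation above the mean of controls blocked by dofetilide plus 5 SD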;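 note: thallium influx through hERG after potassium depolarization seen as dye fluorescence rise; in these data hits start at about 4.7%; inactives centre near -7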
# HDAC3 inhib: blocks human histone deacetylase 3; O15379; recombinant HDAC3, fluorogenic peptide/trypsin coupled, fluorescence; 320,000 compounds, 0.15% hits; inhibition, % at 8.3 µM; AID 2718; in the data active = inhibition above about 26%, passing the limit was not always enough
# KCNK9 block: inhibitors of human KCNK9 two-pore domain potassium channel; Q9NPC2; HEK293 KCNK9, FluxOR thallium flux fluorescence; stronger effect = lower value; B-score at 10 µM; 310,000 compounds, 1.2% hits; AID 488922;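 active = ratio B-score over 3 SD below the library mean, with starting fluorescence within 5 SD of its mean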;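 note: negative B-score means less thallium flux so channel inhibition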
# Target sequence (Q9NPC2 whole entry, looked up, the tested form may be a part): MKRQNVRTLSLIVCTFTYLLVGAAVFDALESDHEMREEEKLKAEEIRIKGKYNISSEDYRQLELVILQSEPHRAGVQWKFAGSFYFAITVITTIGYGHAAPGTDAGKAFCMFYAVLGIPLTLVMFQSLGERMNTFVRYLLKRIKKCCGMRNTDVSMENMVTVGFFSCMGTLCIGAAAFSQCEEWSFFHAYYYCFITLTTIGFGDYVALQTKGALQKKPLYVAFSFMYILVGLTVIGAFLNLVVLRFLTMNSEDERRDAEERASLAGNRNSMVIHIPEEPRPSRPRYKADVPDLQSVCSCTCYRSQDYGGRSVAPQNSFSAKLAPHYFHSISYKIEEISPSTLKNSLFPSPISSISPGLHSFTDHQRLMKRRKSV
# GSK3A inh: blocks human GSK-3 alpha kinase; inhibition, % at 10 µM; 320,000 compounds, 0.1% hits; P49840; ADP-Glo luminescence, 60 min;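 in the data active = inhibition above about 50%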;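 note: GST-tagged GSK-3 alpha with peptide substrate and 25 µM ATP; 0% = DMSO neutral wells and 100% = GW8510 positive control wells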
# Target sequence (P49840 whole entry, looked up): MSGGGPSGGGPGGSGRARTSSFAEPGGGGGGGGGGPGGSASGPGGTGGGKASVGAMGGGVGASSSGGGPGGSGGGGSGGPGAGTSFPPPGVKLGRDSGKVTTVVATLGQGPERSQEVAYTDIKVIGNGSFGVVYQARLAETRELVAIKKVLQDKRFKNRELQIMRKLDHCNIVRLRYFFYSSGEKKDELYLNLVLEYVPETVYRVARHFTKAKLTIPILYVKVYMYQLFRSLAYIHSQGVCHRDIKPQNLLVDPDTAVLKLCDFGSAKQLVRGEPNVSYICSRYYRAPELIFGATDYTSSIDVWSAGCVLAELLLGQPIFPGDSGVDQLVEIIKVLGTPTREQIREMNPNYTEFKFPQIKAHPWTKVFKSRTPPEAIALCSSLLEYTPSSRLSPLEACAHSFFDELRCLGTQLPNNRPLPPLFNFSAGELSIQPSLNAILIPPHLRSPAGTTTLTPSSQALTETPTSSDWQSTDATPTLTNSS
# KCNQ1 act: human KCNQ1 channel potentiation or activation | CHO-K1 KCNQ1, thallium flux FluxOR fluorescence; stronger effect = higher value | P51787 | B-score at 10 µM | 310,000 compounds, 0.35% hits;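 active = fluorescence ratio B-score, a plate-corrected score, at least three library SD, with initial intensity B-score within 5 SD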
#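 assay system = CHO-K1 cells stably expressing KCNQ1 | medium = assay buffer, equal DMSO in all wells | timing = 37 °C overnight plating, 90-min dark dye load, 20-min compound pretreatment | measured by = kinetic FluxOR thallium fluorescence, 10-s 1-Hz baseline, 110-s post-stimulus read | measure = fluorescence change relative to baseline, converted to B score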
# PolyA inh: yeast polyadenylation inhibition; S. cerevisiae SKY197-pL101 polyadenylation reporter, beta-gal luminescence; efflux-impaired pdr1/pdr3 knockout yeast; score 100 = 6 SD above DMSO; calls only at 12 µM; 300,000 compounds, 0.02% hits; AID 1875;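 active = lowest replicate activity score at least 50, where 100 means six control SD above control mean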;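 note: yeast exposed to compound for 9 h at 30 °C; higher score means more reporter readthrough which indicates perturbed polyadenylation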
# KCNK3 block: human KCNK3 channel inhibition, primary screen; 340,000 compounds, 0.84% hits; CHO-KCNK3 thallium flux, FluxOR fluorescence; stronger effect = lower value; AID 602410; O14649; B-score at 10 µM;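 active = B-score under library mean minus 4 SD, starting fluorescence ratio at most library mean plus 5 SD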;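 note: more negative B-score means stronger inhibition of thallium flux through KCNK3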
# KCNQ1 block: blocks the human KCNQ1 potassium channel; 310,000 compounds, 1.3% hits; AID 2642; B-score at 10 µM; CHO-K1 KCNQ1, FluxOR thallium flux fluorescence; stronger effect = higher value;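 active = compounds whose thallium flux B-score, printed positive for inhibition, exceeds three library SD while starting fluorescence stays within three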;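 note: channel opened by potassium depolarization with thallium stimulus after 20 min compound exposure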
# RGS4 act: potentiators or activators of RGS4. HEK293 M3R/inducible RGS4, carbachol calcium flux Fluo4; stronger effect = lower value. B-score at 10 µM. 310,000 compounds, 0.92% hits. AID 463111;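 active = B-score of the integrated calcium signal more than 4 SD below the library mean, with starting fluorescence not abnormally high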;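 note: negative B-score means reduced calcium response which marks RGS4 activation or potentiation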
#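 Detection: kinetic calcium fluorescence imaging with Fluo4-AM dye, 2 µM / Material: HEK293 cells with stable M3R and inducible RGS4 / Schedule: recording 10 s baseline at 1 Hz, 100 s post-agonist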
# GSK3beta inhib: inhibitors of human GSK3beta kinase; GST-GSK3beta kinase, ADP-Glo luminescence, 60 min; stronger effect = lower value; 300,000 compounds, 0.038% hits; AID 2097; P49841; activity score (negative = inhibition), % at 10 µM;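 active = more than half of replicate wells score below -50%, meaning over 50% inhibition versus plate controls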;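 note: 0% = median DMSO wells and -100% = median GW8510 positive control wells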
#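 Test system: GST-fused GSK3beta enzyme, cell-free | Quantity: 1.6 ng GST-GSK3beta enzyme per well | Reagent: 25 µM ATP with peptide substrate | Schedule: 60 min enzyme reaction, room temperature | Signal: Luminescent ADP-Glo measurement of ADP formed | Read-out basis: Score relative to plate controls | Control set: DMSO and 20 µM GW8510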
# DYRK1A inh: Dyrk1A (rat) kinase inhibition. Q63470. ADP-Glo luminescence, NFATc1 peptide. inhibition, % at 12.5 µM. 310,000 compounds, 0.43% hits; in the data active = inhibition above about 50%;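 note: plate controls were vehicle with enzyme for no effect and no enzyme for full effect; many of its hits are not listed in these tables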
# Active calls of the source: *; i = inactive; / = no result given.
SMILES,hERG rescue,HDAC3 inhib,KCNK9 block,GSK3A inh,KCNQ1 act,PolyA inh,KCNK3 block,KCNQ1 block,RGS4 act,GSK3beta inhib,DYRK1A inh
O=C(NNC(=O)c1cc2ccccc2cc1O)Nc1ccccc1F,-4,-4,i,-1,i,i,i,i,i,1,4
CCC(=O)c1ccc(N2CCN(C(=O)c3cc([N+](=O)[O-])ccc3N3CCN(C)CC3)CC2)c(F)c1,-15,-3,i,3,i,i,i,i,i,0,-1
Cc1cccc(C)c1N(CC(=O)N1CCOCC1)S(C)(=O)=O,-6,-1,i,-1,i,i,i,i,i,1,-2
Cc1ccc(C(=O)OCc2nnc(-c3ccc(Br)cc3)o2)cc1,-11,1,i,-1,i,i,i,i,i,0,-1
CC(=O)OCc1c(C(F)(F)F)nn(C)c1Oc1ccccc1,-12,2,i,0,i,i,i,i,i,2,-21
CN(c1ccccc1)S(=O)(=O)c1ccc(NC(=S)Nc2ccccc2)cc1,-3,7,i,/,i,i,i,i,i,5,-6
Cc1ccc(OCC(=O)Nc2ccccc2F)cc1C,-7,/,i,/,i,i,i,i,i,6,11
CCNc1ccc(Br)cc(C(=O)/C=C/c2ccc(Cl)cc2Cl)c1=O,-29,3,i,0,i,i,i,i,i,-1,6
COCCNC(=O)/C(C#N)=C/c1ccc(OCc2ccccc2)cc1,-9,5,i,-4,i,i,i,i,i,1,-1
O=C(NCCN1CCOCC1)C1CCN(S(=O)(=O)N2CCCCC2)CC1,-9,-2,i,0,i,i,i,i,i,-2,-9
CC(=O)Nc1ccc(CN2CCc3c([nH]c4ccccc34)C2C(C)(C)C)cc1 (stereo unspecified),-11,0,i,1,i,i,i,i,i,-1,6
COc1ccccc1NS(=O)(=O)c1cccc(C(=O)N/N=C/c2cn(-c3ccccc3)nc2-c2ccccc2)c1,-3,/,i,/,i,i,i,i,i,-1,-2
O=C(Nc1cccc(C(F)(F)F)c1)/C(=C\c1ccco1)NC(=O)c1cccs1,-8,-5,i,-3,i,i,i,i,i,1,13
O=C1C(Cl)=C(N2CCCC2)C(=O)N1c1ccccc1F,-9,2,i,1,i,i,i,i,i,1,-4
COc1ccc(-n2c(C)c(C(=O)O)c3cc(OC)c4ccccc4c32)cc1,-15,-2,i,2,i,i,i,i,i,3,-4
Cc1nn(C)c(C)c1CNC(=O)Nc1cccc(Cl)c1C,-15,-6,i,-1,i,i,i,i,i,0,/
O=C(CN1CCN(S(=O)(=O)c2ccccc2C(F)(F)F)CC1)NCc1cccs1,-14,1,i,0,i,i,i,i,i,4,15
CC(C)(C)NCC(O)CON=C1c2ccccc2-c2ccccc21 (stereo unspecified),-12,0,i,0,i,i,i,i,i,-3,30
O=c1c2ccccc2nc2c3ccccc3ncn12,-6,1,i,-4,i,i,i,i,i,-2,2
CCn1c(=O)c2c(nc(SCC(=O)Nc3ccccc3)n2C)n(C)c1=O,-6,0,i,0,i,i,i,i,i,1,-2
NC(=O)C1CCN(C(=O)COc2ccc3ccccc3c2)CC1,-4,-1,i,-1,i,i,i,i,i,-6,5
CC1CCN(c2cc(=O)n(C3CCCCC3)c(=O)[nH]2)CC1,-7,-3,i,-1,i,i,i,i,i,1,0
COc1cc2c(C(=O)OCCN(C)C)c(CSc3ccccc3)n(C)c2cc1Br,-12,9,i,-2,i,i,i,i,i,-1,9
COc1cc(O)c(/C=N/NC(=O)c2ccncc2)c(OC)c1[N+](=O)[O-],-16,6,i,1,i,i,i,i,i,0,-3
O=C(NC1CCCCC1)C(c1c(F)cccc1Cl)N(C(=O)c1csnn1)C1CC1 (stereo unspecified),-5,7,i,-1,i,i,i,i,i,/,-5
O=C(Nc1ccc(Cc2ccncc2)cc1)c1ccc(Br)o1,-9,-3,i,-2,i,i,i,i,i,0,-3
Cc1cccnc1NC(=O)Nc1ccccc1,-8,3,i,-5,i,i,i,i,i,-2,-10
C/C=C/c1ccc(OCCCCN2CCN(CC)CC2)c(OC)c1,-3,-5,i,-2,i,i,i,i,i,0,1
Cc1cc(C)c(N=Cc2c(O)c3ccccc3oc2=O)c(C)c1,-7,-7,i,2,i,i,i,i,i,0,13
CCc1[nH]nc2c1C1(C(=O)N(Cc3ccccc3)c3ccccc31)C(C#N)=C(N)O2 (stereo unspecified),-1,-2,i,1,i,i,i,i,i,0,1
COc1ccc(OC)c2c(C)cc(C)nc12,-6,8,i,-2,i,i,i,i,i,-21,-3
COc1ccc(OC)c(CCNC(=O)CC2Oc3ccccc3NC2=O)c1 (stereo unspecified),-6,10,i,-1,i,i,i,i,i,0,1
COc1ccccc1-c1cc2ccccc2[nH]1,-8,-20,i,-8,i,i,i,i,i,-28,-1
CC(=O)Nc1ccc(NC(=O)CSc2nc3[nH]ncc3c(=O)n2-c2ccccc2)cc1,-10,4,i,1,i,i,i,i,i,2,1
CCOC(=O)CSc1nc(Cc2ccccc2)nc2ccccc12,-12,3,-13*,1,i,i,i,i,i,2,8
O=C(c1cc(COc2ccc(F)c(F)c2)on1)N1CCN(C/C=C/c2ccccc2)CC1,-9,/,i,/,i,i,i,i,i,-1,-1
CC(C)(C)C(=O)OCc1nc(-c2ccc(O)c(O)c2)cs1,-8,9,i,-2,i,i,i,i,i,3,8
CC(C)C(NC(=O)c1cccs1)c1nnc(SCC(=O)Nc2nccs2)n1C (stereo unspecified),-12,-8,i,7,i,i,i,i,i,-1,8
CCOc1ccc(NS(=O)(=O)c2ccc(C(=O)NCC(c3ccc(OC)cc3)N3CCOCC3)cc2)cc1 (stereo unspecified),-11,5,i,-1,i,i,i,i,i,-3,22
NS(=O)(=O)c1ccc(CNC(=O)c2cc(-c3ccccn3)nc3ccc(Cl)cc23)cc1,-3,0,i,-2,i,i,i,i,i,0,2

# In a second layout: entries from further up.
# Every second line gives: hERG rescue | HDAC3 inhib | KCNK9 block | GSK3A inh | KCNQ1 act | PolyA inh | KCNK3 block | KCNQ1 block | RGS4 act | GSK3beta inhib | DYRK1A inh
- CC(=O)Nc1ccc(NC(=O)CSc2nc3[nH]ncc3c(=O)n2-c2ccccc2)cc1
→ -10 | 4 | i | 1 | i | i | i | i | i | 2 | 1
- CCOC(=O)CSc1nc(Cc2ccccc2)nc2ccccc12
→ -12 | 3 | -13* | 1 | i | i | i | i | i | 2 | 8
- O=C(c1cc(COc2ccc(F)c(F)c2)on1)N1CCN(C/C=C/c2ccccc2)CC1
→ -9 | / | i | / | i | i | i | i | i | -1 | -1
- CC(C)(C)C(=O)OCc1nc(-c2ccc(O)c(O)c2)cs1
→ -8 | 9 | i | -2 | i | i | i | i | i | 3 | 8

# Additional records.
SMILES,hERG rescue,HDAC3 inhib,KCNK9 block,GSK3A inh,KCNQ1 act,PolyA inh,KCNK3 block,KCNQ1 block,RGS4 act,GSK3beta inhib,DYRK1A inh
O=C1[C@H]2[C@H](C=CC[C@H]2C(=O)N2CCOCC2)CCN1Cc1ccccc1,2,-9,i,-1,i,i,i,i,i,2,53*
COc1ccc(NC(=S)NCCc2ccccc2OC)c(OC)c1,-10,2,i,-1,i,i,i,i,i,-1,4
N=c1c(C(=O)NCC2CCCO2)cc2c(=O)n3ccccc3nc2n1C1CCCCC1 (stereo unspecified),-7,-361,i,5,i,i,i,i,i,0,-1
O=C(c1cnn2c(C(F)(F)F)cc(-c3ccccc3)nc12)N1CCCc2ccccc21,-8,-5,i,4,i,i,i,i,i,-2,5
O=C(COC(=O)C(c1ccccc1)c1ccccc1)NCc1ccco1,-12,5,i,-1,i,i,i,i,i,3,-8
COc1cc(C(=O)NCC(C)(C)CNC(=O)c2cc(OC)c(OC)c(OC)c2)cc(OC)c1OC,-2,-9,i,-3,i,i,i,i,i,0,-10
COC(=O)c1ccc2c(c1)C(C)(C)C(/C=C/c1ccccc1O)=[N+]2C,-35,15,i,-3,i,i,i,i,-7.2*,/,5
Cc1ccc(NC(=O)C2CCN(S(=O)(=O)c3ccc4c(c3)OCCO4)CC2)c(O)c1,-13,-4,i,0,i,i,i,i,i,-4,1
COc1ccccc1NC(=O)Nc1nnc(C(C)c2ccccc2)s1 (stereo unspecified),-11,4,-10*,0,i,i,i,i,i,-4,1
COc1ccc(CNC(=O)COC(=O)/C=C/c2ccc(S(=O)(=O)N3CCOCC3)cc2)cc1,-1,1,i,-2,i,i,i,i,i,-1,-1
CC(C)c1ccc(C(N)=S)cc1,-2,2,i,0,i,i,i,i,i,-2,-2
Cc1noc(C)c1CSCc1ccc(Cl)cc1,-8,3,i,2,i,i,i,i,i,-2,1
CNC(=O)CSc1nnc(-c2ccccc2F)n1CCc1ccccc1,-10,0,i,0,i,i,i,i,i,1,-3
O=C(CCCc1ccccc1)NCCc1ccccc1,-3,4,i,-4,i,i,i,i,i,1,10
CCOc1ccc2[nH]c(=O)c(CN(Cc3ccco3)Cc3nnnn3Cc3ccccc3)cc2c1,-17,-2,i,3,i,i,i,i,i,1,0
CN1C(=O)NC2(O)C(=O)c3ccccc3C12O (stereo unspecified),-3,-9,i,-1,i,i,i,i,i,-6,0
CCN1CCN(C(=O)C(C)N(c2ccc(C)cc2)S(C)(=O)=O)CC1 (stereo unspecified),-12,-2,i,1,i,i,i,i,i,0,1
O=c1cc(CSc2nnnn2-c2ccccc2)nc2nc[nH]n12,-9,-1,i,-2,i,i,i,i,i,-1,5
CCc1nnc(NC(=O)c2ccc3ccccc3n2)s1,-8,-6,i,0,i,i,i,i,i,-1,-7
COc1ccc(CCN2C(=O)C3C4CC(C5C(C(=O)O)=NOC45)C3C2=O)cc1OC (stereo unspecified),-4,-1,i,3,i,i,i,i,i,1,3
CCN(C(=O)c1cccc(NC(=O)c2ccccc2)c1)C1CCCCC1,-15,10,i,0,i,i,i,i,i,1,2
CCS(=O)(=O)Nc1cccc(-c2ccc3nnc(C)n3n2)c1,-6,2,i,-1,i,i,/,i,i,-7,/
COc1ccc(Cl)c(Cn2c(NCCCO)nc3c2c(=O)n(C)c(=O)n3C)c1,-6,-5,i,-1,i,i,i,i,i,2,0
N#Cc1ccsc1NC(=O)COC(=O)c1cc(Br)ccc1O,-10,/,i,-3,i,i,i,i,i,2,6
CCNc1nc(NCC)nc(N/N=C/c2ccc(N(C)C)cc2)n1,-15,-4,i,-2,i,i,i,i,i,-2,2
CCCCC#Cc1ccc(C(=O)NNC(=O)Nc2ccccc2)o1,-4,/,i,5,i,i,i,i,i,-1,1

# High-throughput results deposited in PubChem BioAssay by several laboratories.

# Not all compounds are listed; the hit share may differ from the screen's.
